High-throughput results as filed in PubChem.
ANO1 block: blocks the mouse calcium-activated chloride channel TMEM16A; Q8BHY3; actives 1.2% (n = 310,000); HEK293 TMEM16A/YFP iodide influx fluorescence, ionomycin; normalized B-score (activity score, 25-100; higher = stronger inhibition) at 10 µM;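 active = ratio plate-corrected score three or more library SD toward inhibition, starting fluorescence score within five deviations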;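 note: score derived from kinetic fluorescence span divided by baseline fluorescence per well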
TRPC4 potent: allosteric potentiators of mouse TRPC4 channel; Q9QUQ5; HEK293 TRPC4beta/mu-opioid, DAMGO EC20, Fluo-4 Ca2+ flux; hits give high values; B-score at 10 µM; actives 0.42% (n = 310,000);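 active = B-score of calcium response area above 5 SD of library B-scores, with initial fluorescence ratio within 5 SD of library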;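 note: B-score of integrated fluorescence ratio over time as area under calcium response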
Target sequence (Q9QUQ5 whole entry, looked up): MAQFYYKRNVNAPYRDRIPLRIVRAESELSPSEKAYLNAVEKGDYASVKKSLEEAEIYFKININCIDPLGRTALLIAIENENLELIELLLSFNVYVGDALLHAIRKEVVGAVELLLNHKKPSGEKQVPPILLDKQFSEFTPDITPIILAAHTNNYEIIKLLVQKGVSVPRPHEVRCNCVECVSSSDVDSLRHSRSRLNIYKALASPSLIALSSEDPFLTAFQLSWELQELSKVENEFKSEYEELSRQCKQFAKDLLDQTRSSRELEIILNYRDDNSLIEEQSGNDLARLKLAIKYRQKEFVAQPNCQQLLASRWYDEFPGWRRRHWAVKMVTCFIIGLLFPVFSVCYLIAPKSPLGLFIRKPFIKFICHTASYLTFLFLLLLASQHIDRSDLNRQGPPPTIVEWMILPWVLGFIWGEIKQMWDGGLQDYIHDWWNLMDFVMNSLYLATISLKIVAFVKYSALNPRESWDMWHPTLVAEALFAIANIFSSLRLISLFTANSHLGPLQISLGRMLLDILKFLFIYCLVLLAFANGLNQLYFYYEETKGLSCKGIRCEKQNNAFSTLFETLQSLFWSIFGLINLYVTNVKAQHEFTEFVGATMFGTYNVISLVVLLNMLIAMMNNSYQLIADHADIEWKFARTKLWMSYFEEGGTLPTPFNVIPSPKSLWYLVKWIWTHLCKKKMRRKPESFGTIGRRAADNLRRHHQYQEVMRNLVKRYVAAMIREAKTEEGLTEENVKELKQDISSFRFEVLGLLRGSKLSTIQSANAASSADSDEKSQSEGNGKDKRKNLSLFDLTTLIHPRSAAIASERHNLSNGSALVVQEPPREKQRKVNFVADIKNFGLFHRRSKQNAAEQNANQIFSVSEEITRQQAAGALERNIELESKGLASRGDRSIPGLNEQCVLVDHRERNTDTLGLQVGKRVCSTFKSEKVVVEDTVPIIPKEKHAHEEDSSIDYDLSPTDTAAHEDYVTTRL
TRPC6 act: activates the mouse TRPC6 cation channel; AID 2550; Q61143; actives 0.13% (n = 310,000); B-score at 10 µM; HEK293-TRPC6 membrane potential dye fluorescence; hits give high values;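 active = B-score of the integrated fluorescence ratio above library mean plus 3 SD, and starting fluorescence ratio within library mean plus 5 SD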;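 note: higher score means more depolarization so channel activation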
TRPC6 inh: inhibitors of mouse TRPC6 channel; Q61143; AID 2553; HEK293-TRPC6, membrane potential dye, ACh-evoked depolarization; hits give low values; B-score at 10 µM; actives 1.1% (n = 310,000);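 active = B-score under library mean minus 3 SD, initial fluorescence not abnormally high, positive integrated signal ratio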;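 note: B-score derived from integrated fluorescence ratio over the kinetic read; more negative B-score means stronger inhibition of depolarization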
ANO1 activ: activates or potentiates the mouse TMEM16A chloride channel | Q8BHY3 | HEK293 TMEM16A/YFP-H148Q/I152L, iodide quench fluorescence; hits give low values | B-score at 10 µM | actives 0.3% (n = 340,000) | AID 623877;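 active = fluorescence-ratio B-score plate-corrected deviation score at least 3 library SD below zero, with starting fluorescence score within 5 deviations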;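 note: channel opened by trigger with iodide after compound preincubation; score built on the fluorescence ratio of max minus min over baseline; more negative score means more quench and so TMEM16A activation or potentiation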
TRPC4 agonist: activators of mouse TRPC4 channel. Q9QUQ5. HEK293 TRPC4beta/mu-opioid, Fluo4 calcium fluorescence; hits give high values. B-score at 10 µM. actives 0.49% (n = 310,000);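 active = B-score above 5 SD of library B-scores, and initial fluorescence ratio not above library mean plus 5 SD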;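 note: positive B-score marks a calcium rise read as TRPC4 activation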
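System: HEK293 cells stably co-expressing mouse TRPC4beta and mu-opioid receptor; Schedule: Fluo4 dye loading 45 min at room temperature, 110 s recording; Detection: Fluo4 fluorescence, kinetic; Evaluation: B-scored integrated calcium fluorescence ratio; Controls: buffer (low) and maximal DAMGO (high).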
MrgX1 antagonist: antagonists of human MrgX1 receptor; Q96LB2; MRGX1-HEK293 calcium flux, Fluo-4, BAM8-22 antagonism; hits give low values; B-score at 10 µM; actives 1.3% (n = 310,000);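 active = calcium-response B-score plate-corrected more than 3 library SD below zero, starting fluorescence within 5 deviations, no agonist response on first addition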;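 note: peak minus trough fluorescence over baseline after final BAM8-22 challenge near maximal dose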
TRPC4 block: TRPC4 (mouse) channel inhibition | Q9QUQ5 | HEK293 TRPC4beta/mu-opioid, DAMGO-evoked Fluo4 calcium flux; hits give low values | B-score at 10 µM | AID 2247 | actives 0.39% (n = 300,000);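 active = B-score over 3 SD under the library average, no early fluorescence shift, positive overall ratio signal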
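System: stable TRPC4beta/mu-opioid receptor HEK293 cells; Dosing: single-point compound dosing; Measured by: Fluo4 Ca2+ flux fluorescence; Read-out basis: per-well B score of integrated baseline-normalized Fluo4 ratio.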
MrgX1 ag: activates human MrgX1 receptor signaling | Q96LB2 | B-score at 10 µM | actives 0.44% (n = 310,000) | MrgX1-HEK293 cells, Fluo-4 calcium fluorescence, agonist mode; hits give high values;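 active = calcium response B-score plate-corrected fluorescence ratio at least 3 library SD, with starting fluorescence B-score inside 5 SD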
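System – MrgX1-expressing HEK293 cells · Incubation – cells plated overnight, dye loaded 0.5 h 37 °C, 0.5 h room temperature · Technique – kinetic Fluo-4 NW fluorescence of intracellular calcium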
MrgX1 PAM: allosterically activates human MrgX1 receptor signaling. B-score at 10 µM. actives 0.63% (n = 310,000). Q96LB2. MrgX1-HEK293, Fluo-4 calcium flux, FDSS; hits give high values;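 active = plate-corrected calcium response at least 3 library SD above typical, normal starting fluorescence, not activating the receptor alone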;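 note: compound read alongside a low EC10 to EC30 dose of BAM8-22 agonist; peak minus trough fluorescence over baseline measured at the second addition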
SKKanGAS inh: blocks kanamycin growth of S. pyogenes SKKanGAS strain; inhibition, % at 7.5 µM; AID 1662; actives 1.3% (n = 300,000); BacTiter-Glo, 6 h;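 active = mean replicate score, as percent of positive control median, at least 50; inconclusive = mean below 50 but one replicate at or above 50; inactive = mean and every replicate below 50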;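 note: strain carries kanamycin resistance gene driven by streptokinase promoter and grows in 40 µg/ml kanamycin; loss of luminescence reflects streptokinase promoter inhibition or plain growth inhibition; 0% = median of DMSO wells and 100% = positive control at its reference dose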
The depositor's hits bear a star; i = inactive; ? = inconclusive; · = not tested or not shown.

structure	TRPC4 potent	MrgX1 PAM	TRPC6 inh	MrgX1 antagonist	TRPC6 act	SKKanGAS inh	TRPC4 agonist	MrgX1 ag	ANO1 activ	ANO1 block	TRPC4 block
CC1CCc2nn(CC(=O)NCCCN3CCOCC3)cc2C1 (centres undefined)	i	i	i	i	i	-1.2	i	i	i	i	i
N#CC1=C(N)SC(N)=C(C#N)C1c1ccnc2ccccc12	i	i	i	i	i	14.1	i	i	-27.9*	i	i
COc1cc(C2C(C#N)=C(N)N(c3ccc(F)cc3)C3=C2S(=O)(=O)CC3)ccc1O (centres undefined)	i	i	i	i	i	21.5	i	i	i	i	i
Cc1ccc(Cl)c(Nc2ccccc2C(=O)O)c1Cl	i	i	i	i	i	4.1	i	i	i	i	i
CCCN(CCC)Cc1c(C(=O)N/N=C/c2ccc(C)o2)nnn1-c1nonc1N	i	i	i	i	i	-0.5	i	i	i	i	i
Cc1ccc(Cl)c(OCC(=O)Nc2ccccc2N2CCCCC2)c1	i	i	i	i	i	?	i	i	i	i	i
CCCCN(C(=O)C1CC(=O)N(c2ccc3c(c2)OCCO3)C1)c1c(N)n(CCCC)c(=O)[nH]c1=O (centres undefined)	i	i	i	i	i	-14.7	i	i	i	i	i
COCCNC(=S)N/N=C(\C)c1ccc(Cl)s1	i	i	i	i	i	8.7	i	i	i	i	i
COC(=O)C1=NN(C(=O)c2ccc(Cl)cc2)C(O)(c2ccccc2)C1 (centres undefined)	i	i	i	i	16.2*	-24.0	59*	38.8*	i	i	i
CN(NC(=S)Nc1ccc(OC(F)F)cc1)C(=S)Nc1ccc(OC(F)F)cc1	i	i	i	i	i	0.3	i	i	i	i	i
O=[N+]([O-])c1cc(-c2nnc(C34CC5CC(CC(C5)C3)C4)o2)cc([N+](=O)[O-])c1	i	i	i	i	i	13.6	i	i	i	i	i
Cc1ccc(-c2csnn2)cc1	i	i	i	i	i	4.0	i	i	i	i	i
O=C(CCC(=O)c1cccs1)NCc1ccc(Cl)cc1	i	i	i	i	i	0.2	i	i	i	i	i
COc1ccc(N2C(S)=C(C#N)C(=O)NC2c2ccc(OC)c(OC)c2)cc1 (centres undefined)	i	i	i	i	i	-12.2	i	i	i	i	i
COc1ccc(C(=S)N2CCCC2)cc1Br	i	i	i	i	i	-2.4	i	i	i	i	i
COc1ccc(OC)c(S(=O)(=O)N(C)CC(=O)N2CCCCC2)c1	i	i	i	i	i	0.1	i	i	i	i	i
N#Cc1cnn(-c2nc3sc4c(c3c(=O)[nH]2)CCCC4)c1N	i	i	i	i	i	42.2	i	i	i	i	i
CCCCN(C)CCNC(=O)c1nn(-c2ccc(OC)cc2)c(=O)c2c1c1ccccc1n2C	i	i	-5.72*	i	i	0.9	i	i	i	i	i
COc1cc(Br)cc(/C=N/NC(=O)Cc2ccc(C(F)(F)F)cc2[N+](=O)[O-])c1O	i	i	i	i	i	97.8*	i	i	i	i	i
COc1cc2nc(/C=C/c3cc(OC)c(OC)c(OC)c3)sc2cc1SC	·	i	·	i	·	·	·	i	i	i	·
COc1ccc(Cl)cc1NC(=O)CCn1c(=O)oc2ccccc21	i	i	i	i	i	7.9	i	i	i	i	i
CCC(=O)N1CCc2cc(S(=O)(=O)NCCC(=O)NCc3ccccc3OC)ccc21	i	i	i	i	i	2.4	i	i	i	i	i
O=C(Nc1cccc(NC(=O)C2CC3CCCC(C2)C3=O)n1)C1CC2CCCC(C1)C2=O (centres undefined)	i	i	i	i	i	0.9	i	i	i	i	i
O=C(O)c1cc(=O)c2c(Cl)cc(Cl)cc2[nH]1	i	i	i	i	i	1.7	i	i	i	i	i
CC(Oc1ccc2c(-c3ccccc3)cc(=O)oc2c1)C(=O)NCCCn1ccnc1 (centres undefined)	i	i	i	i	i	-0.2	i	i	i	i	i
COc1cc(CC(NC(C)=O)C(=O)NC2CCN(c3nc(C)cc(C)c3C#N)CC2)cc(OC)c1 (centres undefined)	i	i	i	i	i	0.7	i	i	i	i	i
CC1(C)Cc2c(sc(NC(=O)C(=O)N3CCOCC3)c2C#N)CO1	i	i	i	i	i	-2.0	i	i	i	i	i
CSCCC(NC(=O)c1ccc(Cl)cc1Cl)C(=O)NCc1ccccn1 (centres undefined)	i	i	i	i	i	-0.7	i	i	i	i	i
CC(C)(C)OC(=O)N1Cc2ccccc2C[C@H]1C(=O)NCC(=O)Nc1ccc2c(c1)OCCO2	i	i	i	i	i	3.8	i	i	i	i	i
Cc1cc(=O)[nH]c2c(C)c(Cl)ccc12	i	i	i	i	i	-1.9	i	i	·	i	i
CCOC(=O)CCNC(=O)N1CCCC(CNS(=O)(=O)Cc2ccccc2)C1 (centres undefined)	i	i	i	i	i	10.8	i	i	i	i	i
CN(C[C@H](CC1CCCCC1)N(C[C@H](Cc1ccccc1)N(CCc1ccccc1)N=O)N=O)N=O	i	i	i	i	i	5.9	i	i	i	i	i
Cc1cc(N/N=C/c2ccc(O)cc2)nc(NS(=O)(=O)c2ccccc2)n1	i	i	i	i	i	-3.3	i	i	i	i	i
COc1ccc(C(c2sc3nc(C)nn3c2O)N2CCN(CCO)CC2)cc1OC (centres undefined)	i	i	i	i	i	-3.6	i	i	i	i	i
COc1ccc(CN2CCN(C(=O)CC(C)C)CC2)cc1Br	i	i	i	i	i	-11.7	i	i	i	i	i
COc1ccccc1CNC(=O)COC(=O)CSc1ccc(F)cc1	i	i	i	i	i	-4.0	i	i	i	i	i
CCn1c(=O)n(CC)c2cc(S(=O)(=O)Nc3c(C)cccc3C)ccc21	i	i	i	i	i	-3.9	i	i	i	i	i
CCc1cccc(NC(=O)CS(=O)Cc2nc(-c3ccc(C)cc3)oc2C)c1 (centres undefined)	i	i	i	i	i	5.6	i	i	i	i	i
COC(=O)c1ccc(NC2c3ncccc3C(=O)N2Cc2cccs2)cc1 (centres undefined)	i	i	i	i	i	-13.5	i	i	i	i	i
COC(=O)C1CCN(S(=O)(=O)CCNC(=O)c2cccc(OC)c2)CC1	i	i	i	i	i	-1.3	i	i	i	i	i
CCOC(=O)N1CCC(NC(=O)c2ccc(CS(=O)(=O)c3ccccc3C)o2)CC1	i	i	i	i	i	-5.4	i	i	i	i	i
CC(C)OC(=O)/C(=C/c1ccc(Br)cc1)NC(=O)c1ccco1	i	i	i	i	i	0.8	i	i	i	i	i
O=C(CN1CCN(c2ccc(O)cc2)CC1)NC1CCCc2ccccc21 (centres undefined)	i	i	i	i	i	5.5	i	i	·	i	i
Cc1ccc(S(=O)(=O)N2CCN(C(=O)N(c3ccccc3)c3ccccc3)CC2)cc1	i	i	i	i	i	-1.1	i	i	i	i	i
CC(NC(=O)c1cccs1)C(=O)NC1=NCCS1 (centres undefined)	i	i	i	i	i	2.2	i	i	i	i	i
CCC(C)(C)NC(=O)C(c1ccc(OC)cc1)N(Cc1cccs1)C(=O)CCC(=O)Nc1cc(C)on1 (centres undefined)	·	i	·	i	·	·	·	i	i	i	·
CCOC(=O)C(NC(=O)CC)(Nc1ccc(S(=O)(=O)Nc2ncccn2)cc1)C(F)(F)F (centres undefined)	i	i	i	i	i	6.4	i	i	i	i	i
Cc1ccc(C)c(OCC(=O)O/N=C(\N)c2cccc([N+](=O)[O-])c2)c1	i	i	i	i	i	-5.4	i	i	i	i	i
Cc1cc(N(C)Cc2ccccc2)nc(-c2ccccc2)n1	i	i	i	i	i	4.5	i	i	i	i	i
COc1cc(C(=O)OC2CC3CCC2(C)C3(C)C)ccc1OC(C)=O (centres undefined)	i	i	i	i	i	9.5	i	i	i	i	i

(next part)
structure	TRPC4 potent	MrgX1 PAM	TRPC6 inh	MrgX1 antagonist	TRPC6 act	SKKanGAS inh	TRPC4 agonist	MrgX1 ag	ANO1 activ	ANO1 block	TRPC4 block
Cn1c(=O)[nH]c(=O)c2c1nc(SCCN1CCOCC1)n2Cc1ccccc1	i	i	i	i	i	14.8	i	i	i	i	i
COCCNC(=O)c1nn2cccnc2c1Cl	i	i	i	i	i	0.0	i	i	i	i	i
O=C(NN=C1CCCCC1)c1ccccc1-n1cccc1	i	i	i	i	i	-0.3	i	i	i	i	i
CN(CC(=O)Nc1ccc(OC(F)(F)F)cc1)C(=O)Cc1c(Cl)cccc1Cl	i	i	i	i	i	-1.9	i	i	i	i	i
Cc1cc(=O)oc(C)c1C(=O)NCc1ccccn1	i	i	i	i	i	1.4	i	i	i	i	i
COc1ccc(-c2nnc(SCC(=O)N3c4ccccc4Sc4ccccc43)o2)cc1	i	i	i	i	i	5.2	i	i	i	i	i
Cc1nc2ccccc2c(=O)n1NC(=O)c1ccccc1Br	i	i	i	i	i	2.3	i	i	i	i	i
CCn1c(=O)n(CC(=O)N2CCN(c3ccccc3F)CC2)c(=O)c2ccccc21	i	i	i	i	i	-4.5	i	i	i	i	i
CCN1C(=O)c2cccc3c(S(=O)(=O)Nc4nc(C)cs4)ccc1c23	i	i	i	i	i	0.7	i	i	-5.12*	i	i
CCOC(=O)c1c(NC(=O)c2c(Br)cnn2CC)sc(C)c1C	i	i	i	-7.1*	i	-3.1	i	i	i	i	i
COc1ccc(-c2[nH]ncc2CN2CCC(N3CCSCC3)CC2)cc1F	i	i	i	i	i	-1.2	i	i	i	i	i
c1cncc(-c2nnc(C3CCCCC3)o2)c1	i	i	i	i	i	-1.5	i	i	i	i	i
O=C(CSc1nnc(CNC(=O)c2c(F)cccc2F)o1)Nc1ccc2c(c1)OCO2	i	i	i	i	i	29.3	i	i	i	i	i
Cc1nnc(C)c2c(C)n(-c3ccccc3)c(C)c12	i	·	-5.03*	·	i	-5.8	i	·	i	·	i
CC1(c2ccc(OC(F)F)cc2)NC(=O)N(CC(=O)Nc2ccc(N3CCCCC3)cc2)C1=O (centres undefined)	i	i	i	i	i	-0.5	i	i	i	i	i
CC(C)(C)c1ccc(OCC(=O)NNC(=S)NC(=O)c2ccco2)c(Br)c1	i	i	i	i	i	118.5*	i	i	-9.05*	25*	i
